EPAC1 antag: EPAC1 (human) antagonism | O95398 | EPAC1 GEF assay, Rap1b-BODIPY-GDP exchange fluorescence | Potency, µM (doses to about 115 µM), for inactives: at the highest dose activity change, negative = inhibition, actives largely listed as inhibitors | actives 0.14% (n = 360,000);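 also: plate controls were vehicle for no effect and positive control for full effect; nearly all actives have a fitted effect of over 50% in size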
Target sequence (O95398 whole entry, looked up): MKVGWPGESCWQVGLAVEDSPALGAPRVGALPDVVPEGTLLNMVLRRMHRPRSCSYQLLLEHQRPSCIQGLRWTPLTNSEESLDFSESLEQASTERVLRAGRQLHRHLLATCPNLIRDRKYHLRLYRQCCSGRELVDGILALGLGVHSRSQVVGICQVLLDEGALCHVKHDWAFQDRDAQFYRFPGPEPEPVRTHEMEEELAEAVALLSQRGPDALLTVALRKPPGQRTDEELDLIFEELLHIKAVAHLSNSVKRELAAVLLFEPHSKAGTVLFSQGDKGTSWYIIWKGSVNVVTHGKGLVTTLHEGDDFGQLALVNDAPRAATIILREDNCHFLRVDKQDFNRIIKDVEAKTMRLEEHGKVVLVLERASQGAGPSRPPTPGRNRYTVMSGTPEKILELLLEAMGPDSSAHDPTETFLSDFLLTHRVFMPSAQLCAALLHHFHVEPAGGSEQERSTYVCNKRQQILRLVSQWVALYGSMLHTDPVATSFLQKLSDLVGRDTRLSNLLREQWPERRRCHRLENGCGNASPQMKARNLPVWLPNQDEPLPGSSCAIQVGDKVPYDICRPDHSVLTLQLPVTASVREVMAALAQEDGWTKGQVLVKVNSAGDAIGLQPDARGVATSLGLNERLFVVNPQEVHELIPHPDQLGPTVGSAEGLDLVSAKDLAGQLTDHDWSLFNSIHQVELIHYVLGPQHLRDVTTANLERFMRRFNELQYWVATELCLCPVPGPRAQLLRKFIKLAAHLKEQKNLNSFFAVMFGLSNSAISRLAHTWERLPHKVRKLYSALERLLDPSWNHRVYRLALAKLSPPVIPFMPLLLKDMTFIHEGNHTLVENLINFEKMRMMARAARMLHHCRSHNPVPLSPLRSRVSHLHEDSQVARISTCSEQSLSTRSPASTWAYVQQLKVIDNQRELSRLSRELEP
aSyn yeast inh: alpha-synuclein toxicity inhibition in yeast; AID 652106; Potency, µM (titrated, usually from 46.1 µM), for inactives: top-dose growth rescue (activation), hits mostly activators; actives 0.14% (n = 370,000); Yeast expressing alpha-synuclein, growth rescue, BacTiter-Glo, 24 h; also: % of control where 0% means no effect; nearly all actives have a fitted effect of over 65% in size
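Screening used galactose-induced yeast with toxic alpha-synuclein levels, exposed to compound for 24 hr at 30 deg C. Cell growth, read with BacTiter-Glo luminescence, gave the measured signal.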
EPAC2 antagonist: blocks human EPAC2 exchange factor. actives 0.18% (n = 360,000). EPAC2 GEF exchange of Rap1B-BODIPY-GDP, fluorescence. Q8WZA2. AID 720708. Potency, µM (highest dose often 114 µM), for the others: at the top dose activity, negative = inhibition, usual class: inhibitors; also: % is scaled to controls: 0 for no effect and ±100 for the full control effect; nearly all actives have a fitted effect of over 45% in size; many of its hits are not listed in these tables
EPAC2 ag: agonists of human EPAC2 (RAPGEF4) | Q8WZA2 | Potency, µM (doses to about 154 µM), for the others: at the highest dose activation, hits mostly activators | actives 0.079% (n = 360,000) | EPAC2 activation, biochemical qHTS; response scale: 100% = 6.5 mM cAMP response; also: nearly all actives have a fitted effect of over 50% in size
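Compounds were titrated in qHTS against a Rap1B-BODIPY-GDP (250 nM) complex with EPAC2 (100 nM) and GDP (50 uM). BODIPY-GDP release tracked at 480/540 nm over 30 min at room temperature, normalized to 6.5 mM cAMP.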
TDP-43 yeast inh: TDP-43 toxicity inhibition in yeast. AID 652104. TDP-43 expressing yeast growth rescue, BacTiter-Glo, 24 h. actives 1.8% (n = 410,000). Potency, µM (doses to about 46.1 µM), inactives show at the highest dose growth rescue (activation), hits mostly activators; also: % of control where 0% means no effect; nearly all actives have a fitted effect of over 50% in size
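In this qHTS, compounds that restore growth of yeast expressing TDP-43 appear as activators. Cells (OD600=0.02, galactose medium, raffinose-pregrown) are incubated with compound 24 hr at 30 deg C and growth is quantified by BacTiter-Glo.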
EPAC1 agonist: agonists of human EPAC1; actives 0.073% (n = 360,000); EPAC1 agonist qHTS, biochemical assay; response scale: 100% = response to 6.5 mM cAMP; AID 720707; Potency, µM (series often up to 154 µM), without a hit: at the highest dose activation, most hits filed as activators; also: nearly all actives have a fitted effect of over 60% in size
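Normalized to 6.5 mM cAMP, activity reflects EPAC1-catalysed release of BODIPY-GDP from Rap1B, followed kinetically over 30 min at 480 nm excitation, 540 nm emission. Reaction contained 100 nM EPAC1, 250 nM Rap1B-BODIPY-GDP, 50 uM GDP.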
PTHR1 ag: agonists of human PTHR1 parathyroid hormone receptor; HEK293 GP2 PTHR1 cells, GloSensor cAMP luminescence, 1 h; Potency, µM (titrated, usually from 115 µM), for inactives: top-dose activation, actives largely listed as activators; actives 0.075% (n = 410,000); AID 743266; also: nearly all actives have a fitted effect of over 55% in size; some results filed as inactive show a strong effect at the top dose; inactives centre near -15; many of its hits are not listed in these tables
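HEK-293-derived GP2 cells expressing PTHR1 and a GloSensor cAMP reporter, 3,000/well, plated overnight, given luciferin plus IBMX (each 0.5 mM as added) for 1 h at 37 °C, then compound for 1 h at 37 °C. Luminescence was read after 15 min at room temperature.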
FUS suppressor: rescues growth of FUS-expressing yeast; S. cerevisiae FUS-expressing, growth rescue, OD600, 24 h; Potency, µM (highest dose often 76.6 µM), without a hit: at the top dose growth rescue (activation), hits mostly activators; actives 0.24% (n = 390,000);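 also: plate controls were DMSO vehicle for no effect and reference control for full effect; nearly all actives have a fitted effect of over 55% in size; some results filed as inactive show a strong effect at the top dose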
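Steps: raffinose overnight preculture; dilution to OD 0.005 in 2% galactose minimal medium; compound addition (concentration series); 24hr at 30C, 99% humidity; absorbance read at 600 nm.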
Numbers without * were called inactive; i = inactive; ? = inconclusive; . = no result given; [ ] = dose if it differs, or a comment. Calls follow the shape of the dose curve; as a rule, active = well fitted curve in the direction sought with a large enough effect; inconclusive = small, poorly fitted or top-dose-only effect, or another doubt; inactive = no such curve, though single readings can be large; an effect the other way counts as inactive or inconclusive. Potency is read from the fitted curve at half-maximal effect. A portion of the library, so the mix of outcomes need not match the whole.

1	CC1=NC(C(F)(F)F)(C(F)(F)F)C2=C(CC(C)(C)CC2=O)N1Cc1ccco1
2	O=C(Oc1ccccc1)N1CCN(c2ccc(F)cc2)CC1
3	COc1ccc(S(=O)Cc2ccc(C(=O)NC3CC3)o2)cc1 (centres undefined)
4	CCOC(=O)C1=CCC(c2cccc(Cl)c2)N(S(=O)(=O)c2ccc(C)cc2)C1 (centres undefined)
5	O=S1(=O)CCOC[C@H](CC2CCCCC2)N1Cc1ccccc1Br
6	O=S(=O)(Nc1ccc(O)c2ccccc12)c1ccc(OC(F)(F)F)cc1
7	CC(C)(C)n1nnnc1C(c1ccccc1F)N1CCN(C2CCCC2)CC1 (centres undefined)
8	CCOc1cc(/C=N/NC(=O)c2ccccn2)ccc1OC(=O)c1ccc(F)cc1
assay / compound,1,2,3,4,5,6,7,8
EPAC1 antag,-1%,4%,?,-11%,3%,-17%,-20%,-1%
aSyn yeast inh,0%,-8%,-1%,?,-3%,0%,5%,-11%
EPAC2 antagonist,-18%,-12%,-4%,9%,-17%,?,-14%,-10%
EPAC2 ag,2%,-20%,7%,-2%,-8%,8%,-12%,-2%
TDP-43 yeast inh,-2%,25%,8%,-2%,19%,10%,2%,23%
EPAC1 agonist,9%,2%,0%,4%,-4%,7%,-2%,4%
PTHR1 ag,-24%[57.5 µM],-77%[inhibitor][57.5 µM],i,i,-1%,-8%,?,-2%
FUS suppressor,0%,-3%,-2%,15%,27%,10%,-1%,24%

Rewritten with two lines to a compound: two of the compounds above
Under each structure – EPAC1 antag	aSyn yeast inh	EPAC2 antagonist	EPAC2 ag	TDP-43 yeast inh	EPAC1 agonist	PTHR1 ag	FUS suppressor
6. O=S(=O)(Nc1ccc(O)c2ccccc12)c1ccc(OC(F)(F)F)cc1
 : -17%	0%	?	8%	10%	7%	-8%	10%
2. O=C(Oc1ccccc1)N1CCN(c2ccc(F)cc2)CC1
 : 4%	-8%	-12%	-20%	25%	2%	-77%[inhibitor][57.5 µM]	-3%

Values in list order from above.
EPAC1 antag for entries 2–7: 4%, ?, -11%, 3%, -17%, -20%

The results go on:
9	COc1ccc(N(CC(=O)NCc2ccco2)C(=O)CNS(=O)(=O)c2ccc(Cl)cc2)cc1
10	O=C1CCN=C(Nc2ccc(F)cc2)N1Cc1ccccc1
11	N#CC1=C(N)Oc2n[nH]c(CSc3ccccc3)c2C12C(=O)Nc1ccccc12 (centres undefined)
12	CCOC(=O)c1cc2c(=O)n3ccccc3nc2n(CCCOC)c1=NC(=O)C(C)(C)C
13	C[C@@]12C(=O)OC(=O)[C@]1(C)C1CCC2O1
14	Cc1cccc(C)c1OCC(O)CN1CCCCC1 (centres undefined)
15	O=C(c1ccc(Cl)c([N+](=O)[O-])c1)N1CCN(c2ccccn2)CC1
16	COc1ccc(CCNC(=S)Nc2ccc(C)cc2C)cc1
assay / compound,9,10,11,12,13,14,15,16
EPAC1 antag,-1%,3%,-3%,7%,-12%,?,-12%,8%
aSyn yeast inh,0%,-1%,0%,-1%,-64%[inhibitor],-2%,7%,2%
EPAC2 antagonist,3%,-1%,2%,2%,3%,-5%,-8%,-3%
EPAC2 ag,7%,-5%,-2%,-13%,4%,10%,-1%,10%
TDP-43 yeast inh,-13%,-2%,-19%,0%,22%,5%,5%,3%
EPAC1 agonist,-7%,8%,2%,-12%,-10%,3%,0%,13%
PTHR1 ag,i,i,i,-6%,-69%[inhibitor],-62%[inhibitor],i,i
FUS suppressor,10%,7%,4%,3%,-25%,-31%,.,17%

17	Cc1cc(C)nc(NS(=O)(=O)c2ccc(NC(=O)CCC(=O)O)cc2)n1
18	CC(C)C[C@@H]1COc2cc(N3CCC[C@H]3CO)ccc2S(=O)(=O)N1
19	O=C(NCCCn1cccn1)C1CCC(=O)N(CCc2ccccc2)C1 (centres undefined)
20	CCCCn1c(N)c(N(CCOC)C(=O)COC(=O)CCOc2ccc(C)cc2)c(=O)[nH]c1=O
21	CC(C)CC(=O)NCCNC(=O)c1cc(OCC(F)(F)F)ccc1OCC(F)(F)F
22	COC(=O)c1oc2ccc(Br)cc2c1-n1cccc1
23	CC(C)(C)C(=O)NNC(=O)C1CC1(c1ccccc1)c1ccccc1 (centres undefined)
24	Oc1c(C=Nc2ccc(Cl)cn2)sc2ccccc12
assay / compound,17,18,19,20,21,22,23,24
EPAC1 antag,15%,-2%,4%,18%,7%,-12%,6%,-9%
aSyn yeast inh,0%,0%,5%,-4%,-5%,4%,2%,-1%
EPAC2 antagonist,4%,1%,2%,8%,8%,-6%,0%,21%
EPAC2 ag,7%,3%,-3%,4%,-3%,17%,1%,13%
TDP-43 yeast inh,2%,14%,12%,-19%,9%,1%,-7%,0%
EPAC1 agonist,-4%,-1%,-7%,-1%,-18%,9%,1%,-1%
PTHR1 ag,i,i,-9%,-49%[inhibitor],-23%[57.5 µM],i,i,-20%
FUS suppressor,14%,1%,-13%,-2%,-5%,21%,-2%,3%

25	CC(C)COC(=O)C1C(=O)CC(C)(O)C(C(=O)OCC(C)C)C1c1cccnc1 (centres undefined)
26	Cc1[nH]c2ccccc2c1CCO
27	Cc1ccc(N(CC(=O)NCc2ccc(F)cc2)C(=O)c2csnn2)c(C)c1
28	CCOc1ccc(N(C(C)C(=O)NCc2ccco2)S(C)(=O)=O)cc1 (centres undefined)
29	CC1Cc2ccccc2N1C(=O)c1ccc2c(c1)OCO2 (centres undefined)
30	Nc1ncccc1C(=O)OCC(=O)N1CCN(S(=O)(=O)c2ccc(Cl)cc2)CC1
31	COc1ccc(CN2C(=O)c3ccccc3C2c2nnnn2Cc2ccccc2)cc1OC (centres undefined)
32	CCC/C=C1/CCCOC(C(=O)NCCN2CCOCC2)(C(F)(F)F)C1 (centres undefined)
assay / compound,25,26,27,28,29,30,31,32
EPAC1 antag,4%,-7%,-11%,0%,-2%,-1%,-3%,13%
aSyn yeast inh,-1%,-8%,6%,-1%,-11%,1%,7%,2%
EPAC2 antagonist,21%,11%,6%,-1%,-4%,3%,-13%,13%
EPAC2 ag,-4%,5%,13%,13%,7%,3%,2%,-7%
TDP-43 yeast inh,-13%,-14%,-10%,-19%,7%,-2%,22%,17%
EPAC1 agonist,-5%,-6%,-8%,9%,-19%,-4%,1%,-13%
PTHR1 ag,i,i,11%,?,5%,i,-95%[inhibitor],-4%
FUS suppressor,.,2%,-5%,15%,5%,-13%,15%,-12%

33	Cc1ccc(-c2nc(S(=O)(=O)c3ccc(C)cc3)c(SCC(N)=O)o2)cc1
34	CC(=O)C(C)n1c(CN2CCN(C(=O)c3ccco3)CC2)nc2c1c(=O)n(C)c(=O)n2C (centres undefined)
35	CCOC(=O)c1sc2nc(C)nc(Nc3ccc(OC)cc3)c2c1C
36	O=C(CN1CCN(c2ccccc2)CC1)Nc1cccc([N+](=O)[O-])c1
37	CC(C)CC(NC(=O)OC(C)(C)C)c1cn([C@@H](Cc2cc3ccccc3[nH]2)C(=O)N2CCN(C(=O)OC(C)(C)C)CC2)nn1 (some centres undefined)
38	CCOc1ccccc1N(CC(=O)N1CCCCCC1)S(=O)(=O)c1ccc(C)cc1
39	Cc1nc(-c2cccc(S(=O)(=O)N3CCCCC3)c2)cs1
40	CCOc1ccc(NC(=O)C2CCN(S(=O)(=O)c3c(C)noc3C)CC2)cc1
assay / compound,33,34,35,36,37,38,39,40
EPAC1 antag,-26%,7%,10%,-30%,-21%,1%,-6%,4%
aSyn yeast inh,0%,0%,8%,6%,3%,0%,1%,0%
EPAC2 antagonist,-3%,4%,1%,-6%,19%,-8%,-2%,1%
EPAC2 ag,-2%,3%,-13%,7%,-19%,-3%,12%,0%
TDP-43 yeast inh,0%,1%,?,-6%,11%,?,9%,-12%
EPAC1 agonist,-1%,9%,-5%,8%,-36%[inhibitor],5%,2%,-4%
PTHR1 ag,i,-2%,-39%[inhibitor],-26%,-8%,-27%,-58%[inhibitor],i
FUS suppressor,18%,23%,-30%,4%,?,.,5%,26%

A second format for 3 compounds above.
| # | Structure | EPAC1 antag | aSyn yeast inh | EPAC2 antagonist | EPAC2 ag | TDP-43 yeast inh | EPAC1 agonist | PTHR1 ag | FUS suppressor |
| --- | --- | --- | --- | --- | --- | --- | --- | --- | --- |
| 35 | CCOC(=O)c1sc2nc(C)nc(Nc3ccc(OC)cc3)c2c1C | 10% | 8% | 1% | -13% | ? | -5% | -39%[inhibitor] | -30% |
| 36 | O=C(CN1CCN(c2ccccc2)CC1)Nc1cccc([N+](=O)[O-])c1 | -30% | 6% | -6% | 7% | -6% | 8% | -26% | 4% |
| 37 | CC(C)CC(NC(=O)OC(C)(C)C)c1cn([C@@H](Cc2cc3ccccc3[nH]2)C(=O)N2CCN(C(=O)OC(C)(C)C)CC2)nn1 (some centres undefined) | -21% | 3% | 19% | -19% | 11% | -36%[inhibitor] | -8% | ? |

Next part
41	CC(C)(C)c1[nH]nc2c1C(c1ccncc1)C(C#N)=C(N)O2 (centres undefined)
42	CSc1nnnn1-c1c(C)cccc1C
43	CCOC(=O)N1CCN(CCC(=O)Nc2ccc(Br)cc2)CC1
44	COc1ccc(NC(=O)C2CCN(C(=O)c3ccc(OC)cc3)CC2)cc1
45	COc1ccc(-c2csc(C(O)c3ccc(F)c(OC)c3)n2)cn1 (centres undefined)
46	O=C(NCCO)c1cccc(S(=O)(=O)N2CCCCC2)c1
47	CC(C)(O)CNC(=O)Nc1ccc(Cl)c(Cl)c1
48	CN(CC(=O)Nc1cccc(F)c1)C(=O)C1CC(=O)N(Cc2ccco2)C1 (centres undefined)
49	COc1ccc(N(CC(=O)Nc2cc(C)ccc2C)S(=O)(=O)c2c(C)nn(C)c2C)cc1
50	O=C1N[C@H](Cc2ccccc2)COC(=O)[C@@H](Cc2ccc(F)cc2)C/C=C\C[C@H]1CC(=O)N(CCO)Cc1ccccc1
51	O=C(CN1C(=O)CNC1=O)Nc1ccc(Cl)cc1
assay / compound,41,42,43,44,45,46,47,48,49,50,51
EPAC1 antag,0%,-22%,-12%,-9%,-8%,-9%,-27%,6%,5%,-9%,7%
aSyn yeast inh,0%,-3%,0%,4%,19%,-2%,-9%,2%,-1%,4%,1%
EPAC2 antagonist,2%,-11%,-5%,4%,4%,-6%,0%,1%,4%,-9%,4%
EPAC2 ag,3%,7%,7%,-4%,12%,9%,6%,1%,22%,-5%,4%
TDP-43 yeast inh,10%,0%,-13%,7%,35µM*,0%,2%,-16%,7%,24%,6%
EPAC1 agonist,0%,-4%,8%,-4%,6%,4%,0%,3%,-10%,-6%,-2%
PTHR1 ag,i,-5%,-11%[57.5 µM],i,-24%,i,-32%,i,i,-7%,-8%
FUS suppressor,18%,27%,20%,-8%,-2%,-9%,0%,7%,9%,44%,-10%

Screening results deposited in PubChem by National Center for Advancing Translational Sciences (NCATS).
